MC4R barr agon: MC4R agonists recruiting beta-arrestin, primary screen, cell-based, luminescence, agonist arm of biased-ligand search; U2OS MC4R beta-arrestin complementation; percent of melanotan II response, DMSO zero; activation, % at 8.9 µM; 360,000 tested, 0.98% active; Melanocortin receptor 4 (Homo sapiens), P32245;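 active = activation above a per-plate cutoff, the mean activation of sample wells on that plate plus 3 SD, cut at about 8% in these data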
Target sequence (P32245 whole entry, looked up): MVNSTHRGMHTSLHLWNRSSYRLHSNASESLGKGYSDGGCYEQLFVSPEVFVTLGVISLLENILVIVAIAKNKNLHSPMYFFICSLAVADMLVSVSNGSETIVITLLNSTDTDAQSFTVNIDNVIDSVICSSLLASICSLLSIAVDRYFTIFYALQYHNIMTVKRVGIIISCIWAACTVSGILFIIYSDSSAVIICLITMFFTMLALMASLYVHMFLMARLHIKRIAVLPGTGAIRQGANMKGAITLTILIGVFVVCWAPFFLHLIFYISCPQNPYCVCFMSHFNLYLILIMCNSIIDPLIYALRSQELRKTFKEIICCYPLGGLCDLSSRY
CaV13 FRET inh: Primary screen for inhibitors of IQ motif and Ca2+-dependent inactivation inhibitor domain binding in CACNA1D, Förster resonance energy transfer in living cells, …; inhibition, % at 12.3 µM; AID 743397; 340,000 tested, 0.098% active; HEK cells, CFP/YFP FRET ICDI-IQ, plate reader, 10 min; percent FRET-ratio fall versus neutral wells;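 active = mean replicate inhibition of at least 30% and at least 1% of replicates passing that level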;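 also: 0% = median of the neutral control wells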
PDI turbidity: inhibitors of human PDI, primary screen, biochemical, turbidity, single point, plate reader. Protein disulfide-isomerase (Homo sapiens), P07237. PDI insulin aggregation turbidity, A650, 90 min. inhibition, % at 10 µM. 350,000 tested, 0.052% active;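 active = mean inhibition across replicates of 30% or more, whatever share of single replicates reach that level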;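 also: absorbance from insulin aggregation driven by PDI reduction with DTT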
Target sequence (P07237 whole entry, looked up): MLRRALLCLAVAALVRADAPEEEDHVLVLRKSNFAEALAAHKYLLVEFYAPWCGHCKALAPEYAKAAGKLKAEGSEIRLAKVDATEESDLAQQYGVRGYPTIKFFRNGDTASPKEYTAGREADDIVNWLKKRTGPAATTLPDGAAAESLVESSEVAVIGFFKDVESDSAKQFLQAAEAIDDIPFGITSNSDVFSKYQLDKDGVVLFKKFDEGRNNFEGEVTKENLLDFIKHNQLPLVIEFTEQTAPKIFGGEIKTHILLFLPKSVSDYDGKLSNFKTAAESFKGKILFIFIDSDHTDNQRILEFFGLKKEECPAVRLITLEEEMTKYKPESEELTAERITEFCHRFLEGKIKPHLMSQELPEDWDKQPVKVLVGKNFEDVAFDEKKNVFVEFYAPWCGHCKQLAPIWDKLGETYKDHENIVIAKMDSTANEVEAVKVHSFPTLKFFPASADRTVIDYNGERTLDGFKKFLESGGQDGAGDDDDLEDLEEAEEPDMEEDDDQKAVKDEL
ABCB6 inh MLPCN: ABCB6 transporter inhibitors, primary screen, K562-ABCB6 cells, flow cytometry, MLPCN library; ATP-binding cassette sub-family B member 6 (Homo sapiens), Q9NP58; 360,000 tested, 0.19% active; K562-ABCB6 porphyrin accumulation, 1 h; active compounds read low; fluorescence ratio to DMSO, % at 10 µM;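 active = fluorescence ratio to DMSO below 75%, the collection mean minus 3 SD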;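 also: signal is porphyrin accumulated inside mitochondria; 100% equals median channel fluorescence of DMSO control wells; lower ratio means ABCB6 inhibition with less porphyrin fluorescence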
Glyco luc inh: increase of ERlucT glycosylation luciferase signal, primary screen, N-linked glycosylation inhibitor project, D54 ERlucT cells, luminescence, set 2; D54 ERlucT glycosylation luciferase reporter, 24 h; percent of 100 nM tunicamycin response; reporter increase, % at 12.5 µM; 360,000 tested, 0.23% active;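 active = mean luciferase reporter signal, scaled so untreated is 0 and the glycosylation-blocking control 100, at or above a set limit in every replicate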;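 also: luciferase carries N-glycosylation sites so blocking glycosylation raises the light; 0% = median of neutral control wells and 100% = median of 100 nM tunicamycin wells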
Granule exo inh: LAMP-1 surface exposure blockers, TALL-104 cells – cell-based, flow cytometry, MLPCN library, primary screen; TALL-104 LAMP-1 surface exposure; cells stimulated with thapsigargin and PMA; AID 651702, 2012; inhibition, % at 10 µM; 360,000 tested, 0.66% active;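 active = inhibition above about 55%, limit read from the data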
MC4R antagonist: MC4R antagonists of cAMP signaling, primary screen, cell-based, TR-FRET, antagonist arm of biased-ligand search | Melanocortin receptor 4 (Homo sapiens), P32245 | MC4R-expressing cells, MTII-stimulated cAMP, LANCE TR-FRET | inhibition, % at 6.5 µM | 360,000 tested, 0.48% active | AID 540295, 2011;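 active = inhibition above its plate's cutoff, the mean of tested wells on that plate plus 3 SD, cut at about 29% in these data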;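 also: 0% = Melanotan II alone and 100% = Melanotan II plus saturating MCL0020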
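System – human MC4R-expressing U2OS cells · Also added – Melanotan II · Dosing – one concentration, 6.5 µM nominal · Timing – 30-min compound, 1-h challenge, 1-h detection, room temperature · Measured by – Eu-cAMP/anti-cAMP TR-FRET, emission 671 nm · Replicates – singlicate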
HTR2A ag: mouse Htr2a agonists via beta-arrestin recruitment, primary screen, cell-based, luminescence. CHO-K1 mHTR2A beta-arrestin complementation; percent of 30 µM serotonin response. 5-hydroxytryptamine receptor 2A (Mus musculus), P35363. 360,000 tested, 0.66% active. activation, % at 7.6 µM;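 active = activation above a run cutoff, the mean activation of all tested compounds plus 3 SD, cut at about 14% in these data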;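 also: 0% = plate median of compound wells and 100% = 30 µM serotonin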
H9c2 protect: cardioprotection against H2O2-induced cell death, primary screen, uHTS, H9c2 cells, ATPLite luminescence. H9c2 cardiomyocytes, H2O2 injury protection, 2 h. protection from H2O2 cell death, % at 20 µM. 360,000 tested, 0.63% active;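 active = compounds giving at least 50% protection of heart cells from peroxide-induced death in the single-dose screen, raw or plate-pattern-corrected value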;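 also: 0% = DMSO wells with peroxide and 100% = DMSO wells without peroxide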
ABHD5 PLIN5 PPI: ABHD5-PLIN5 interaction inhibitors, primary screen, cell lysate, split luciferase complementation, luminescence. Perilipin-5 (Homo sapiens) + 1-acylglycerol-3-phosphate O-acyltransferase ABHD5 (Homo …. Split G. princeps luciferase complementation, 4 h. inhibition, % at 4 µM. 360,000 tested, 0.78% active;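 active = inhibition above the mean inhibition across every tested compound plus 3 SD, cut at about 22% in these data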;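 also: 0% = DMSO only wells and the 100% control is not disclosed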
Starred values were filed as active, the others as inactive; / = no result given.

no.	Compound	MC4R barr agon	CaV13 FRET inh	PDI turbidity	ABCB6 inh MLPCN	Glyco luc inh
1	CCCCN(C(=O)c1cccs1)c1c(N)n(Cc2ccccc2)c(=O)[nH]c1=O	0.5	-5	17	100	0
2	Cc1c(NC(=O)C(C)Oc2ccccc2F)c(=O)n(-c2ccccc2)n1C (centres undefined)	-2.1	-3	4	97	2
3	CCN1CCc2c(C#N)c(N3CCOCC3)nc(NCCO)c2C1	-0.4	-3	4	95	1
4	COc1ccc(NC(=O)CN(C)C(=O)c2cc(S(=O)(=O)N3CCCCCC3)ccc2OC)cc1	-0.9	-7	6	101	0
5	C=CCn1c2ccccc2c2nnc(SCC(N)=O)nc21	-1.3	-2	-6	97	0
6	Cc1ccc(-c2nc(Nc3ccc(O)cc3)c3ccccc3n2)cc1	1.5	-2	-1	97	3
7	CC(=O)Nc1ccc(OCC(=O)Nc2ccc(Cl)c(S(=O)(=O)N3CCOCC3)c2)cc1	-2.0	-6	2	86	-2
8	CCCc1[nH]nc2c1C(/C(C)=C/c1ccccc1)C(C#N)=C(N)O2 (centres undefined)	1.0	-11	4	92	5
9	COC(=O)CSc1nc(NC(C)C)nc(N(C)C)n1	-2.7	5	2	99	0
10	Cc1ccc(C)c(S(=O)(=O)N2CCN(C(=O)c3sccc3C)CC2)c1	-1.1	-7	-3	97	-4
11	O=C(NC1CCCC1)C(c1ccc(Cl)cc1)N(C(=O)c1csnn1)C1CC1 (centres undefined)	0.0	-5	5	98	0
12	O=C(/C=C/c1ccccc1)Nc1ccc2c(c1)OCCO2	-2.0	-4	-7	88	-15

no.	Granule exo inh	MC4R antagonist	HTR2A ag	H9c2 protect	ABHD5 PLIN5 PPI
1	23	3	2	5	1
2	14	4	2	1	-11
3	3	1	-5	1	-40
4	-1	4	8	-5	-4
5	10	0	1	4	14
6	-12	13	0	-7	9
7	-11	12	2	-8	-2
8	-4	13	2	13	-7
9	-6	-5	0	-4	0
10	1	11	6	1	2
11	6	12	0	1	-2
12	7	1	-2	-18	5

Among those listed so far, three contain a halogen:
no.	Compound	MC4R barr agon	CaV13 FRET inh	PDI turbidity	ABCB6 inh MLPCN	Glyco luc inh
2	Cc1c(NC(=O)C(C)Oc2ccccc2F)c(=O)n(-c2ccccc2)n1C (centres undefined)	-2.1	-3	4	97	2
7	CC(=O)Nc1ccc(OCC(=O)Nc2ccc(Cl)c(S(=O)(=O)N3CCOCC3)c2)cc1	-2.0	-6	2	86	-2
11	O=C(NC1CCCC1)C(c1ccc(Cl)cc1)N(C(=O)c1csnn1)C1CC1 (centres undefined)	0.0	-5	5	98	0

no.	Granule exo inh	MC4R antagonist	HTR2A ag	H9c2 protect	ABHD5 PLIN5 PPI
2	14	4	2	1	-11
7	-11	12	2	-8	-2
11	6	12	0	1	-2

Going on with the list.
no.	Compound	MC4R barr agon	CaV13 FRET inh	PDI turbidity	ABCB6 inh MLPCN	Glyco luc inh
13	COc1ccc(S(=O)(=O)N(C)Cc2ccc3c(c2)OCCO3)cc1	0.9	-16	4	94	0
14	CC(=O)C1=C(O)C(=O)N(Cc2ccccc2)C1c1cccs1 (centres undefined)	-1.5	-4	-2	88	-1
15	S=C(NCCN1CCOCC1)Nc1cccc(Cl)c1	-0.3	-8	2	98	0
16	COc1ccc(-c2nc3c(Cl)cc(C(F)(F)F)cn3c2Cc2cccc(Cl)c2)cc1OC	/	-7	/	97	/
17	C=CCSC1=N/C(=C\C=C\c2ccco2)C(=O)S1	0.4	/	7	143	2
18	CCOC(=O)c1cc2c(ccn2C)n1CC(=O)N(C)C	-3.5	-1	-4	95	4
19	COc1c(C(C)C)cc(NC(C)=O)cc1C(C)C	-0.2	/	0	86	2
20	O=C(Cn1cc([N+](=O)[O-])cn1)NCCc1c[nH]c2ccccc12	-0.8	8	-1	99	3
21	Cc1cc(C)c2nc(SCC(=O)N3CC(=O)Nc4ccccc43)c(C#N)cc2c1	-0.6	-7	-1	97	7
22	O=C1COc2ccc(C(=O)CSc3nc4ccccc4c(=O)n3-c3ccc(Cl)c(Cl)c3)cc2N1	0.9	-4	2	96	-13
23	COc1ccc(OCCCC(=O)Nc2ncn[nH]2)cc1	1.7	-5	6	103	1
24	CN1CCN(/N=C/c2ccc(-c3ccccc3)cc2)CC1	-1.5	-7	3	96	-10

no.	Granule exo inh	MC4R antagonist	HTR2A ag	H9c2 protect	ABHD5 PLIN5 PPI
13	-5	0	-3	-4	-9
14	2	7	1	-5	-3
15	5	11	8	4	2
16	7	/	-5	/	-3
17	-8	4	2	6	7
18	7	-1	1	-4	-4
19	0	5	1	7	7
20	-4	0	13	9	5
21	18	5	0	-1	-3
22	0	21	3	2	0
23	-12	6	3	13	-4
24	-6	1	-7	-4	8

Reprinted at random: two entries already listed.
no.	Compound	MC4R barr agon	CaV13 FRET inh	PDI turbidity	ABCB6 inh MLPCN	Glyco luc inh
15	S=C(NCCN1CCOCC1)Nc1cccc(Cl)c1	-0.3	-8	2	98	0
20	O=C(Cn1cc([N+](=O)[O-])cn1)NCCc1c[nH]c2ccccc12	-0.8	8	-1	99	3

no.	Granule exo inh	MC4R antagonist	HTR2A ag	H9c2 protect	ABHD5 PLIN5 PPI
15	5	11	8	4	2
20	-4	0	13	9	5

Later entries.
no.	Compound	MC4R barr agon	CaV13 FRET inh	PDI turbidity	ABCB6 inh MLPCN	Glyco luc inh
25	Cc1cn(C(C)C)c(=O)n(-c2ccccc2)c1=O	-1.7	-13	0	96	1
26	O=C(NC(Nc1ncccn1)C(=O)c1ccccc1)c1ccccc1 (centres undefined)	-1.6	-3	-2	99	0
27	COc1ccc(C2CC(c3ccc(Br)cc3)=NN2C(=O)c2cccnc2)cc1 (centres undefined)	-1.5	-2	3	95	-2
28	C=CCC(NCc1ccco1)c1ccc(OC)c(OC)c1 (centres undefined)	0.5	-4	-2	93	0
29	COc1ccc(/C(N)=N/OC(=O)c2cccs2)cc1	-2.9	-14	-1	100	-11
30	COc1cc(OC)c(NC2c3ccccc3C(=O)N2c2cc(C)ccn2)cc1Cl (centres undefined)	-0.3	-6	/	95	4
31	O=C(O)CSc1c2c(nc3cc(C(=O)N4CCCC4)ccc13)CCCC2	-2.1	-5	-1	89	1
32	O=C(COc1ccc([N+](=O)[O-])cc1Cl)N1CCc2ccccc21	1.0	-4	-3	96	-2
33	CC(C)(C)OC(=O)N[C@@H](Cc1ccccc1)c1nnc(SCC(=O)O)o1	-2.0	-5	-2	102	2
34	CCn1c(SCC(=O)Nc2cc(C)on2)nnc1-c1cccnc1	-0.7	-6	1	107	0
35	O=C(Nc1ccccc1)c1ccccc1NC(=O)C1CCCCC1	1.9	/	3	92	-2
36	Cc1cc(NC(=O)CN2C(=O)NC(C)(CC(C)C)C2=O)no1 (centres undefined)	0.3	-6	2	102	2

no.	Granule exo inh	MC4R antagonist	HTR2A ag	H9c2 protect	ABHD5 PLIN5 PPI
25	1	2	0	-3	-5
26	2	-4	3	9	2
27	0	13	6	6	5
28	2	-3	3	6	6
29	-2	2	0	-19	1
30	0	5	1	2	-4
31	2	-8	5	-4	14
32	-10	1	-9	-7	5
33	1	2	4	-3	2
34	-3	-3	0	-2	-3
35	2	5	1	-2	-10
36	-5	5	-4	9	8

Remaining list, next part
no.	Compound	MC4R barr agon	CaV13 FRET inh	PDI turbidity	ABCB6 inh MLPCN	Glyco luc inh
37	Cc1ccccc1NC(=O)Cc1nc(COC(=O)c2cccc(C)c2O)cs1	3.8	-5	10	94	1
38	Cc1ccccc1SCC(=O)Nc1ccc(N2CCOCC2)cc1	1.0	-5	3	99	-1
39	O=C(COc1ccc(-n2cnnn2)cc1)Nc1cccc(Cl)c1Cl	5.4	-3	-8	92	-1
40	CCCn1nnnc1-c1cc(Cl)cc(Cl)c1	-2.6	-7	-2	99	3
41	O=C1CC(N(Cc2ccc3c(c2)OCO3)C(=O)Nc2ccc(F)cc2)C(=O)N1c1ccccc1 (centres undefined)	1.2	-6	9	99	1
42	Cn1cc(C(=O)Nc2ccc3c(c2)CCC3)cn1	-0.5	-5	1	99	-2
43	CC(OC(=O)c1nc(Cl)ccc1Cl)C(=O)Nc1ccccc1F (centres undefined)	-3.6	-2	-7	97	-2
44	CCOc1ccc2nc(SCC(=O)NCc3ccco3)sc2c1	-1.1	-6	-6	92	-1
45	COc1ccc(-c2nn(-c3ccccc3)cc2CNC(=O)c2cccc([N+](=O)[O-])c2)cc1	-1.2	7	-4	85	-1
46	CCOC(=O)c1[nH]c(C)c(C(=O)OCC(=O)NC(C)c2ccc(F)cc2)c1C (centres undefined)	-2.2	1	-7	97	22

no.	Granule exo inh	MC4R antagonist	HTR2A ag	H9c2 protect	ABHD5 PLIN5 PPI
37	0	2	-4	-13	-11
38	3	0	7	5	-1
39	-4	8	-3	-2	7
40	-1	7	0	-3	-1
41	0	12	-1	5	5
42	-4	8	2	2	2
43	0	3	2	1	-1
44	4	1	6	3	-4
45	-1	-2	-7	-3	1
46	0	-23	5	18	0

Source: PubChem
